Screens (PubChem BioAssay)
APJ agonist: agonists of human apelin receptor APJ, primary screen, CHO-K1 cells, PathHunter beta-arrestin, luminescence; P35414; 0% DMSO wells, 100% apelin; activation, % at 20 µM; actives 0.11% (n = 330,000);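 active = activation more than six SD over the plate average, tested at 20 µM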;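 also: 0% = DMSO alone and 100% = apelin-13 at 10 nM; some results filed as inactive read as strong as hits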
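Test system: CHO-K1 APJ beta-arrestin complementation cell line | Compound: Single test compound dose, 20 µM final, 1% DMSO | Incubation: Compound 90 min 25 °C, reagent 1 h | Measured by: beta-gal luminescence | Read-out basis: APJ–arrestin association signal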
tim23-1 inh: growth inhibitors of tim23-1 mutant yeast, primary screen, luminescence, uHTS; S. cerevisiae tim23-1 growth, BacTiter-Glo luminescence, 24 h; inhibition, % at 20 µM; actives 1.3% (n = 330,000);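 active = growth inhibition of the mutant yeast at or above 50%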;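 also: temperature-sensitive mutant grown at 25 °C; plate controls were DMSO-treated mutant yeast for no effect and medium wells lacking yeast for full effect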
CHOP UPR activ: activators of apoptotic CHOP UPR arm, primary screen, cell-based, CHO-CHOP luciferase reporter, luminescence, uHTS. UPR activation; percent of tunicamycin response over DMSO baseline. activation, % at 10 µM. actives 0.34% (n = 330,000). AID 449763, 2010;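 active = at 10 µM dose, activation of 40% or more, normalized to positive control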;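 also: 100% = tunicamycin at 10 µg/mL and 0% = DMSO alone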
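Assay system: CHO cells with stable CHOP pathway luciferase reporter; Buffer or medium: F12 plus 10% serum; Times: 16-18 h cell attachment, then 6 h compound exposure, 37 °C; Signal: luciferase luminescence; Read-out basis: percent activation relative to tunicamycin control; Control set: tunicamycin high control, DMSO low control.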
XBP1 UPR activ: activators of adaptive XBP1 UPR arm, primary screen, cell-based, CHO-XBP1 luciferase reporter, luminescence, uHTS. actives 0.33% (n = 330,000). AID 463104, 2010. activation, % at 20 µM. IRE1-XBP1 UPR activation; percent of tunicamycin response, DMSO as zero;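 active = versus positive control, 20 µM dose yields 30% or more activation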;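 also: 100% = tunicamycin at 10 µg/mL and 0% = DMSO only wells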
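Material: IRE1-XBP1 luciferase reporter CHO line / Quantity: one thousand reporter cells per well / Buffer or medium: F12 with 10% serum / Compound: 20 µM single concentration, DMSO 1% / Times: 6 h treatment, 37 °C / Detection: Steady-Glo luciferase glow luminescence, 10 min after reagent addition / Benchmarks: tunicamycin high, DMSO low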
APJ antagonist: antagonists of human apelin receptor APJ, primary screen, CHO-K1 cells, beta-arrestin complementation, luminescence; P35414; inhibition, % at 20 µM; actives 0.32% (n = 330,000);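 active = inhibition above about 40% at 20 µM, limit read from the data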;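 also: cells challenged with 10 nM apelin-13 agonist together with compound; plate controls were apelin-13 plus DMSO wells for no effect and DMSO wells lacking apelin-13 for full effect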
Mdm2-MdmX inh: inhibitors of human Mdm2-MdmX association, primary screen, cell-based, luminescence, split luciferase, SaOS-2, uHTS; Protein Mdm4 (Homo sapiens) + E3 ubiquitin-protein ligase Mdm2 (Homo sapiens), …; SaOS-2 split-luciferase Mdm2/MdmX complementation; inhibition, % at 8 µM; actives 3% (n = 330,000); AID 485346, 2010;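 active = inhibition of at least 50% at 8 µM in the primary screen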
EBI2 antag: EBI2 receptor antagonists, beta-arrestin recruitment, primary screen, cell-based, luminescence, 7a,25-OHC stimulation, uHTS; AID 651636, 2012; 7a,25-OHC stimulated; actives 0.81% (n = 360,000); G-protein coupled receptor 183 (Homo sapiens), P32249; inhibition, % at 5 µM; in the data active = inhibition above about 38%;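 also: enzyme fragment complementation signal reports receptor beta-arrestin coupling in cells; 0% = agonist plus DMSO wells and 100% = wells without agonist; some results beyond the cut were filed as inactive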
Target sequence (P32249 whole entry, looked up, the tested form may be a part): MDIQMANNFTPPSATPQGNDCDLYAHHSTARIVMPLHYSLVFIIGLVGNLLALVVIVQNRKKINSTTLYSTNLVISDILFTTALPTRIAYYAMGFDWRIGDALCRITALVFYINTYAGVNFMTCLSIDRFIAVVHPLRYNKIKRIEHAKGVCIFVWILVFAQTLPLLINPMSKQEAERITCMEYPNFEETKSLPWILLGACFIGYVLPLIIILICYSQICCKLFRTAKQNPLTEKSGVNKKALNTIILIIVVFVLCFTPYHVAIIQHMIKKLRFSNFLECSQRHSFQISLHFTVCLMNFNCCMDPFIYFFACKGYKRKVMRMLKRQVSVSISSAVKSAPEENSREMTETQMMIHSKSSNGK
CCR6 antagonist: CCR6 receptor antagonists, primary screen, cell-based, CHO-K1, luminescence, beta-arrestin, uHTS. actives 0.49% (n = 340,000). AID 493098, 2011. inhibition, % at 20 µM. C-C chemokine receptor type 6 (Homo sapiens), P51684. CHO-K1 CCR6 PathHunter beta-arrestin, CCL20-stimulated;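 active = compounds whose inhibition of the agonist-driven luminescence signal at 20 µM reaches about 50%, limit read from the data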;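 also: cells stimulated with CCL20 at 14 nM final; plate controls were DMSO with CCL20 for no effect and DMSO without agonist for full effect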
Target sequence (P51684 whole entry, looked up): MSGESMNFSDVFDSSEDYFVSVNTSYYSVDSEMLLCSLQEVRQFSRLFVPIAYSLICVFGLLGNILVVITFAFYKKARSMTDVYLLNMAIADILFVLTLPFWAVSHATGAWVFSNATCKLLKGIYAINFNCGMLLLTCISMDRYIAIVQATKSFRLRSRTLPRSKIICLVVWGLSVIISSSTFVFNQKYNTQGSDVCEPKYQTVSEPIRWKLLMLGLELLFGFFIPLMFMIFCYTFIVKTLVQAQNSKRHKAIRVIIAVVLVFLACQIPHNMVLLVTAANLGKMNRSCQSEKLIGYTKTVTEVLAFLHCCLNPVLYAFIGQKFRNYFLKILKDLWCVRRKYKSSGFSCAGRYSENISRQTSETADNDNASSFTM
CXCR6 inh: CXCR6 receptor inhibitors, primary screen, cell-based, beta-arrestin, luminescence, CHO-K1 PathHunter, 1536-well. C-X-C chemokine receptor type 6 (Homo sapiens), O00574. actives 0.36% (n = 360,000). AID 602244, 2012. inhibition, % at 20 µM; in the data active = inhibition above about 34%, passing the limit was not always enough;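 also: antagonist mode with CXCL16 agonist at 10 nM final; 0% = 10 nM CXCL16 with DMSO and 100% = unstimulated wells without agonist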
Target sequence (O00574 whole entry, looked up): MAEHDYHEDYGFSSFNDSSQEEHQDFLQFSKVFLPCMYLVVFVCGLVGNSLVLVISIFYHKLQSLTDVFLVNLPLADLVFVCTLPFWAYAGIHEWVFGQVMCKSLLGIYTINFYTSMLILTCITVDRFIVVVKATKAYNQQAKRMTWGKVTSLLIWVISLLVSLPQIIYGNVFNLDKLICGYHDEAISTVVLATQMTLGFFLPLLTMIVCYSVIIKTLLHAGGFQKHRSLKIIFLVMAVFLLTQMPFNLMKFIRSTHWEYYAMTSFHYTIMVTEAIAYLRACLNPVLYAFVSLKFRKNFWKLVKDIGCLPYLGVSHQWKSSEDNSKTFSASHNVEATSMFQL
* marks the source's active call; other numbers are inactive results; . = no result given. A portion of the library; rates above refer to the full screens.

SMILES | APJ agonist | tim23-1 inh | CHOP UPR activ | XBP1 UPR activ | APJ antagonist | Mdm2-MdmX inh | EBI2 antag | CCR6 antagonist | CXCR6 inh
COc1ccc(C(=O)N2CC(=O)N(CCc3ccccc3)C(=O)C2)cc1OC | -1 | 11 | -0.3 | -1 | 3 | 23 | -13 | 2 | -1
CC1CC(=O)c2cnc(N3CCOCC3)nc2C1 (configuration not stated) | -4 | 2 | -0.5 | -1 | -18 | -3 | -8 | -4 | 1
CC1(C)C(=O)OC(c2cccc([N+](=O)[O-])c2)C2(CCCCC2)C1=O (configuration not stated) | -3 | 12 | -2.3 | 0 | 6 | 9 | 26 | 10 | -4
CCN(CC)CCCNC(=O)C1CCC(CNS(=O)(=O)c2ccc(Cl)cc2)CC1 (configuration not stated) | -4 | 11 | 3.0 | -3 | 1 | 4 | -4 | 10 | -1
CCC(C)NC(=O)C1CCN(CCCc2ccccc2)CC1 (configuration not stated) | 1 | -1 | 3.8 | -2 | 4 | 1 | -4 | 16 | 1
COc1ccc(-c2noc(CCC(=O)NCc3cc(Br)ccc3OC)n2)cc1 | 2 | 25 | 3.7 | -2 | 0 | -1 | 24 | 0 | 12
Cc1nc(C)c(C(=O)OCC(=O)NCc2ccccc2)s1 | -3 | 19 | -0.7 | -1 | 10 | -10 | -4 | 8 | -4
CC(=O)Nc1c2c(nn1-c1ccc(Cl)cc1)CSC2 | -3 | 5 | 1.7 | -5 | 9 | 13 | -1 | 0 | 1
Clc1ncc(CN2CCN(Cc3ccccc3)CC2)s1 | -2 | -2 | -2.1 | -4 | 2 | 5 | -4 | 17 | -6
CCOC(=O)c1ccc(Nc2nc(C)nc3c2nnn3Cc2ccccc2)cc1 | 7 | 18 | -0.1 | 16 | -26 | 13 | -18 | -10 | -8
Cc1ccc(CNS(=O)(=O)c2ccc3oc(C(=O)O)c(C)c3c2)cc1 | -2 | -2 | 0.9 | 1 | -13 | -1 | -4 | 8 | 4
Cc1cccc(C)c1NC(=O)Cn1c(=O)n(CCCC(=O)NC2CCN(Cc3ccccc3)CC2)c(=O)c2ccccc21 | -3 | 9 | -0.6 | 0 | 15 | 2 | -4 | 15 | 4
COc1ccc(NC(=O)C2CCCN(C)C2)cc1OCC(C)C (configuration not stated) | 3 | 3 | 1.1 | 0 | -7 | -9 | -9 | 0 | 5
O=c1ccc(S(=O)(=O)N2CCCC2)cn1Cc1ccc(F)cc1 | -1 | 7 | -1.4 | 1 | -3 | -4 | -5 | -3 | -4
COc1ccc(CSCC(=O)N/N=C/c2ccc(OCC(=O)NCc3ccco3)cc2)cc1 | -1 | -1 | 0.5 | -3 | 29 | 27 | 1 | -30 | -16
Cc1cc(C)cc(NC(=O)C2CCN(S(=O)(=O)c3c(C)n[nH]c3C)CC2)c1 | -4 | 4 | -0.6 | -5 | 15 | 23 | 2 | -3 | 7
COc1ccc(Br)cc1CSC(=N)N | 0 | 11 | -1.5 | 0 | 4 | -13 | 2 | 0 | -1
CCOC(=O)[C@@H]1[C@H]2COc3ccccc3[C@H]2N2C(=O)N(c3ccc(F)cc3)C(=O)[C@]12C | 12 | -5 | -1.0 | 1 | 10 | 8 | -1 | -8 | 2
Cc1cc(C)c(OCCN2CCOCC2)c(Cl)c1 | -3 | 12 | 2.4 | -5 | 24 | 13 | -4 | 11 | 3
Cc1noc(C)c1S(=O)(=O)N1CCC(C(=O)N2CCC(C)CC2)CC1 | 2 | 19 | -0.4 | -2 | -5 | 1 | -2 | 0 | 6
O=C(Nn1nnnc1Nc1ccccc1)C12CC3CC(CC(C3)C1)C2 | 0 | 14 | -0.4 | -8 | 18 | 9 | -4 | -3 | 7
COc1cccc(C(=O)N[C@@H](CCSC)c2nc3ccccc3[nH]2)c1 | -1 | 4 | 1.7 | -5 | 2 | 2 | -5 | 8 | -6
CC(=O)Nc1c(C(=O)Nc2ccc3c(c2)OCO3)oc2ccccc12 | -1 | 17 | 10 | 1 | 24 | -117 | -9 | 10 | 12
O=C(NC(=S)Nc1nc(-c2ccccc2)cs1)c1cncc(Br)c1 | -4 | 10 | -0.8 | 3 | 13 | -2 | -16 | 13 | 6

At a glance, part of the list above:
SMILES | APJ agonist | tim23-1 inh | CHOP UPR activ | XBP1 UPR activ | APJ antagonist | Mdm2-MdmX inh | EBI2 antag | CCR6 antagonist | CXCR6 inh
CC(=O)Nc1c(C(=O)Nc2ccc3c(c2)OCO3)oc2ccccc12 | -1 | 17 | 10 | 1 | 24 | -117 | -9 | 10 | 12
O=C(NC(=S)Nc1nc(-c2ccccc2)cs1)c1cncc(Br)c1 | -4 | 10 | -0.8 | 3 | 13 | -2 | -16 | 13 | 6

Later entries.
SMILES | APJ agonist | tim23-1 inh | CHOP UPR activ | XBP1 UPR activ | APJ antagonist | Mdm2-MdmX inh | EBI2 antag | CCR6 antagonist | CXCR6 inh
O=C(Nc1nc(N2C(=O)c3ccccc3C2=O)n(-c2ccccc2)n1)c1ccc(F)cc1 | -5 | 9 | -0.5 | -2 | 8 | -1 | -1 | 11 | -3
O=C(Nc1cc(S(=O)(=O)N2CCOCC2)ccc1O)c1ccco1 | -4 | 12 | -1.4 | 0 | 6 | -27 | -6 | 11 | 2
O=S(=O)(NCC(c1ccco1)N1CCN(c2ccccc2F)CC1)c1ccccc1 (configuration not stated) | 0 | 22 | 0.0 | -3 | -12 | 10 | 4 | 17 | 18
Cn1cc(CNC(=O)c2cc(-c3ccc(Br)cc3)nc3ccccc23)cn1 | 0 | 11 | -0.3 | 0 | 14 | 1 | 20 | -1 | -1
Cc1ccc2c(c1)c1ncnc(N3CCc4ccccc4C3)c1n2C | 0 | 51* | 7.9 | 0 | -31 | -8 | . | 2 | .
CC(C)(C)NC(=O)c1c(F)c(F)c(F)c(F)c1F | -3 | 12 | -1.6 | -3 | -14 | -14 | -2 | -5 | -12
COC(=O)c1csc2c(C(F)(F)F)cc(N3CCN(C(=O)Nc4ccccc4)CC3)nc12 | 2 | -6 | 2.3 | 4 | 3 | 39 | 11 | -2 | -2
CC1CC1C(=O)N1CCN(S(=O)(=O)c2cccc(F)c2)CC1 (configuration not stated) | -6 | 14 | -0.1 | -1 | 20 | 12 | -5 | 1 | -13
O=S(c1ccsc1)c1ccsc1 | -1 | -3 | 0.9 | -5 | 1 | 9 | 2 | -14 | -2
CC(=O)c1ccc(NC(=O)Cn2nc(C)c([N+](=O)[O-])c2C)cc1 | -2 | -2 | 1.1 | 1 | 1 | -6 | -2 | 12 | 8
COc1ccc([C@@H]2[C@@H]3C(=O)N(C(C)(C)C)C(=O)[C@@H]3[C@]3(C)C(=O)N(c4cccc(C)c4)C(=O)N23)cc1 | -2 | -6 | 1.8 | 1 | 13 | 5 | 8 | -3 | 0
CCCS(=O)(=O)N1CCCC(C(=O)Oc2ccc(OC)cc2)C1 (configuration not stated) | -2 | 15 | 1.4 | -2 | -6 | -13 | -9 | -6 | 5
O=C(NC1CCN(Cc2ccc(Cl)cc2)CC1)c1cn(-c2ccccc2)nc1-c1cccnc1 | -2 | 21 | 1.5 | -1 | -9 | 53* | 6 | 11 | 6
Cc1csc(NC(=O)CSc2nc(C)cs2)n1 | -2 | 2 | -0.1 | -2 | 12 | 0 | -4 | -30 | -3
CC(=O)c1ccc(NC2OC(C)C(O)C(O)C2O)cc1 (configuration not stated) | 10 | 14 | 2.6 | 0 | -4 | -4 | -2 | 7 | 2
O=C(COc1ccc2c(c1)CCC2)NCc1ccccc1 | 1 | 13 | 1.7 | 0 | -2 | -12 | 14 | 14 | -1
Cn1c(C(=O)N2CCN(c3ccc(Cl)cc3)CC2)cc2c(=O)[nH]c3ccccc3c21 | 23 | 9 | 0.4 | 2 | -22 | 25 | 83* | -10 | -2
Cc1ccccc1C(=O)Nc1nnc(-c2ccc(C(C)(C)C)cc2)s1 | 2 | 11 | 4.5 | 4 | 6 | 10 | -15 | 7 | 4
CCOc1cc(CNCc2cccnc2)ccc1OCC(=O)NC(C)(C)C | -2 | -3 | 2.0 | 0 | -1 | -8 | -7 | -15 | 9
CCN(CC)C(=O)COc1ccc(S(=O)(=O)N2CCOCC2)cc1 | -4 | 17 | -0.3 | 1 | -16 | -28 | -8 | 2 | 2
CN=C1S/C(=C\c2cccc(Cl)c2Cl)C(=O)N1C | -2 | 50* | 5.1 | 13 | -6 | 13 | . | 10 | .
Cc1ccc(CNC(=O)c2ccc(N3CCC4(CC3)CC(c3cccc(Br)c3)=NO4)c(N)c2)cc1 | -1 | 13 | 1.2 | 0 | 9 | 10 | 27 | -4 | -1
CCOc1ccccc1NC(=O)N1CCN(S(C)(=O)=O)CC1 | -3 | -4 | 4.0 | -3 | -18 | -11 | 5 | 7 | 0
Cc1cc(/C=C2\SC(=S)N(Cc3ccco3)C2=O)c(C)n1-c1ccccc1 | -4 | 15 | -1.3 | -6 | 31 | 49 | 32 | 15 | 14
Cc1cc(N2C(=O)C(O)=C(C(=O)c3ccco3)C2c2cccc(O)c2)no1 (configuration not stated) | -3 | -20 | 1.3 | -6 | 25 | -6 | 4 | 18 | 2
COC(=O)C(NNc1ccccc1C)(NC(=O)c1ccc(F)cc1)C(F)(F)F (configuration not stated) | 1 | 34 | -0.8 | 2 | -8 | -10 | 13 | 13 | 0
Cc1cccc(OCCn2nnc3ccccc32)c1C | -1 | 21 | 4.5 | 1 | 0 | -8 | 9 | 14 | 6
CCOC(=O)N1CCN(C(=O)c2cc(C)c3c(C)nn(-c4ccccc4)c3n2)CC1 | 0 | 15 | 1.6 | 1 | -8 | 4 | 1 | -15 | 0
CCN(CC(=O)NCCc1ccccc1)S(=O)(=O)c1ccc(Br)cc1 | -1 | 21 | 1.8 | -2 | -7 | -7 | 1 | 7 | -5
CCOC(=O)CN1C(=O)N[C@@H](c2cccc(C(F)(F)F)c2)C(C(C)=O)=C1C | -3 | 14 | -0.8 | -1 | -72 | 13 | -6 | -2 | 6
COc1ccc(S(=O)(=O)N2CCC(C(=O)NCc3ccccn3)CC2)cc1OC | -3 | 4 | 1.0 | -5 | 0 | 4 | -10 | 8 | 0
CCOc1ccc(NC(=S)N(CCN2CCOCC2)Cc2ccc3c(c2)CCCN3CC)cc1 | -5 | 26 | 1.4 | -2 | 2 | 6 | 8 | 6 | 13
O=C(CSc1ccccn1)N/N=C/C=C/c1ccccc1 | -2 | 21 | 1.8 | -2 | 0 | -13 | -3 | 14 | 0
